Statin myotox sup – protects C2C12 myotubes from simvastatin toxicity; ATP luminescence, 48 h; scaled: DMSO 0, geranylgeraniol control 100; rescue of ATP level, % at 7.49 µM; 330,000 tested, 0.78% active; AID 602340;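 active = mean ATP rescue above about 67%, or every replicate alone reaching that limit, limit read from the data, passing the limit was not always enough; inconclusive = no clear call, values can overlap the other calls; inactive = mean under the limit and some replicate under it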;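 also: myotubes were challenged with 10 µM simvastatin during compound exposure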
ARNT-TACC3 inh – disruptors of human ARNT/TACC3 interaction | AlphaScreen His-ARNT PAS-B/GST-TACC3 binding, luminescence; TACC3 fragment carries E629A point mutation | inhibition, % at 9.99 µM | AID 623870 | 390,000 tested, 0.66% active;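 active = mean inhibition of replicates at least 50% and at least half of replicates each reaching 50%; inconclusive = half or more replicates reach 50% but mean below 50%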;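 also: 0% = complete ARNT plus TACC3 wells and 100% = ARNT alone without TACC3; many hits fall short of the cut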
PglD DTNB – inhibitors of Campylobacter jejuni PglD acetyltransferase. purified PglD enzyme, DTNB colorimetric CoA detection. inhibition, % at 12.5 µM. 360,000 tested, 0.098% active; in the data active = inhibition above about 16%, passing the limit was not always enough; inconclusive = no clear call, values can overlap the other calls; also: strong numbers were not always called active
INS-1E GSIS act – primary screen for activators of insulin secretion dependent on glucose, INS-1E cells, GLuc reporter luminescence | AID 743287 | INS-1E GLuc reporter insulin secretion, 2-3 h | activation, % at 16.6 µM | 370,000 tested, 0.61% active;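 active = lowest replicate activation of at least 40%, so every replicate reaches that level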;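 also: 0% = median of neutral control wells and 100% = median of IBMX positive control wells; some compounds called inactive have numbers as strong as hits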
PGC1a acetyl inh – PGC1a acetylation modulation, inhibitor mode; U2OS PGC1a acetylation, AlphaScreen anti-acetyl-lysine; with virally co-expressed GCN5 acetyltransferase; inhibition, % at 15.6 µM; 350,000 tested, 0.17% active; AID 651687;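 active = every replicate shows inhibition of at least 40%; inconclusive = mean inhibition at least 40% but some replicate below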;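 also: 0% = neutral control wells and 100% = positive control wells; some results beyond the cut were filed as inactive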
PAX8 inh HTS – inhibitors of PAX8 transcriptional activity in RMG-I cells | inhibition, % at 12.6 µM | RMG-I TPO-luciferase reporter, SteadyGlo, 24 h | 360,000 tested, 1.2% active;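 active = mean replicate inhibition at least 60% with every replicate also reaching 60%; inconclusive = only one of the two criteria is met; inactive = mean below 60% and not all replicates reaching 60%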;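 also: luciferase light reporting Pax8 driven TPO promoter activity; plate controls were median of neutral control wells for no effect and mitoxantrone controls for full effect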
Cneo AK release – causes C. neoformans cell lysis; adenylate kinase release luminescence, 4 h; normalised: neutral wells 0, clomiphene wells 100; lysis activity, % at 15 µM; 360,000 tested, 0.2% active; AID 651654;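 active = mean lysis activity across replicates of at least 80%, whatever share of replicates individually reach that level; inactive = mean lysis activity below 80%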
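Material: C. neoformans cells | Amount: Yeast cell density of 5 × 10^6 cells/mL | Medium: Fresh YPD growth medium | Dosing: Single dose | Times: Static 4 h at 37 °C with compound, 1 h detection | Detection: AK luminescence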
LGR2 antag – Drosophila LGR2 receptor signaling inhibition | inhibition, % at 9.99 µM | HEK293 LGR2, CRE-luciferase, bursicon-stimulated, 4 h | 380,000 tested, 0.35% active;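 active = drop in luminescence signal, shown as inhibition above about 50% in the replicate tests, limit read from the data, passing the limit was not always enough; inconclusive = probably only some replicates passing the limit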;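 also: agonist challenge used bursicon conditioned medium at about half maximal strength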
The depositor's hits bear a star; ? = inconclusive; nt = not tested or not shown; & = joins results of further samples.

SMILES | Statin myotox sup | ARNT-TACC3 inh | PglD DTNB | INS-1E GSIS act | PGC1a acetyl inh | PAX8 inh HTS | Cneo AK release | LGR2 antag
CN(C(=O)Cn1nc(C(=O)O)c2ccccc2c1=O)C1CCCCC1 | -6 | -4 | -3 | 3 | -5 | -1 | -7 | -38
CO[C@H]1CN(C)C(=O)c2ccc(NC(C)=O)cc2OC[C@H](C)N(Cc2ccccn2)C[C@H]1C | -11 | -2 | 1 | 10 | -4 | -17 | -3 | -8
O=C(NCC(=O)N1CCN(c2ncccn2)CC1)c1ccccc1F | 5 | -3 | -1 | 17 | -3 | -99 | 0 | -28
COc1ccc(CNC(=O)c2sc(=O)n(Cc3ccc(C)cc3)c2C)cc1 | 28 | nt | -4 | -17 | nt | 17 | -1 | -4
CCC(=O)N[C@@H]1C=C[C@@H](CC(=O)NCc2ccccc2F)O[C@H]1CO | 4 | -19 | 0 | -1 | -5 | -36 | -1 | -11
O=C(CSc1ccc(Cl)cc1)NNC(=O)c1ccco1 | nt | -3 | 6 | 7 | nt | -2 | 0 | -13
COc1ccc(N2CC(C)Cn3c2nc2c3c(=O)n(CCN3CCOCC3)c(=O)n2C)cc1 (stereo not drawn) | 3 | -3 | -2 | nt | 5 | nt | 4 | nt
O=C(CNC(=O)C1CCCCC1)Nc1ccc(Cl)cc1 | 2 | 1 | -6 | nt | -6 | -27 | 0 | nt
C[C@H]1CN([C@@H](C)CO)C(=O)Cc2cc(NC(=O)c3ccncc3)ccc2O[C@@H]1CN(C)CC1CC1 | -10 | 15 | 2 | 3 | 21 | -7 | -4 | -3
Cn1cnc([N+](=O)[O-])c1S(=O)(=O)c1cccc(Cl)c1 | nt | 1 | nt | 104* | nt | 83* | nt | 2
C[C@@H]1CN([C@@H](C)CO)C(=O)c2cc(NS(=O)(=O)c3ccc(F)cc3)ccc2O[C@@H]1CN(C)C | 13 | -21 | -5 | 39 | 0 | -3 | 2 | -2
CCC(=O)c1ccc(OCC(=O)NCCCN2CCOCC2)cc1 | 2 | -3 | -2 | 9 | 4 | -10 | -2 | 12
Cc1ccsc1/C=C1\CCC(C2CCCC2)C1=O (stereo not drawn) | -5 | -2 | nt | -16 | -3 | -209 | nt | -46
COc1ccc(C(C)NC(=O)c2ccccc2)cc1 (stereo not drawn) | 8 | 7 | 2 | nt | -6 | nt | -2 | nt
O=C(c1ccc[nH]c1=S)N1CCN(S(=O)(=O)c2ccc(Br)cc2Cl)CC1 | nt | 0 | -10 | 15 | 6 | 10 | -1 | -1
O=C(O)CN1C(=O)/C(=C/c2ccc(N3CCCCC3)o2)SC1=S | 1 | 16 | nt | -3 | -6 | -2 | nt | 12
Cc1ccc2[nH]c(=S)cc(C)c2c1 | nt | 0 | -1 | nt | 3 | nt | 1 | nt
CC(C(=O)Nc1cccc(C#N)c1)N(C)CCOc1ccccc1 (stereo not drawn) | 10 | -3 | -6 | 19 | -19 | -21 | 1 | -10
O=C(CNC(=O)c1ccccc1Br)N/N=C/c1cc(Br)ccc1O | -1 | nt | -4 | 1 | nt | 22 | -2 | nt
CN(CC(=O)Nc1ccc(F)cc1)C(=O)COC(=O)C1=COCCO1 | nt | -6 | nt | -1 | nt | -10 | nt | 12
Cc1cc(C)cc(NC(=O)C2(c3cccs3)CCOCC2)c1 | nt | 1 | 7 | -16 | nt | 45 | 2 | -11
Cc1ccc(-c2nc(S(=O)(=O)c3ccc(F)cc3)c(SCC(=O)NCC3CCCO3)o2)cc1 (stereo not drawn) | -1 | -6 | -4 | nt | -7 | -3 | 2 | nt
CC(C)(C)N1C(=O)[C@H]2[C@@H](c3ccc(Br)cc3)N3C(=O)N(c4cccc(F)c4)C(=O)[C@@]3(Cc3ccccc3)[C@H]2C1=O | -13 | 0 | 0 | 10 | nt | 31 | 2 | 5
N#Cc1nc(-c2ccc(F)cc2)oc1NCc1cccc2c1OCO2 | 31 | -3 | nt | nt | -2 | -18 | -1 | nt

Reprinted at random: 4 entries already listed
SMILES | Statin myotox sup | ARNT-TACC3 inh | PglD DTNB | INS-1E GSIS act | PGC1a acetyl inh | PAX8 inh HTS | Cneo AK release | LGR2 antag
O=C(NCC(=O)N1CCN(c2ncccn2)CC1)c1ccccc1F | 5 | -3 | -1 | 17 | -3 | -99 | 0 | -28
Cn1cnc([N+](=O)[O-])c1S(=O)(=O)c1cccc(Cl)c1 | nt | 1 | nt | 104* | nt | 83* | nt | 2
O=C(CNC(=O)C1CCCCC1)Nc1ccc(Cl)cc1 | 2 | 1 | -6 | nt | -6 | -27 | 0 | nt
COc1ccc(C(C)NC(=O)c2ccccc2)cc1 (stereo not drawn) | 8 | 7 | 2 | nt | -6 | nt | -2 | nt

Remaining list, next part:
SMILES | Statin myotox sup | ARNT-TACC3 inh | PglD DTNB | INS-1E GSIS act | PGC1a acetyl inh | PAX8 inh HTS | Cneo AK release | LGR2 antag
C[C@@H]1CCCCO[C@@H](CN(C)C)[C@H](C)CN([C@H](C)CO)C(=O)c2cc(NC(=O)C3CCCCC3)ccc2O1 | 15 | nt | nt | 11 | 1 | -5 | nt | -7
CC1Sc2ccc(S(=O)(=O)CCC(=O)NC(C)c3ccccc3)cc2NC1=O (stereo not drawn) | -7 | 1 | 2 | 3 | 9 | -6 | 0 | 24
Cc1nc2c(sc3nc(N4CCOCC4)c4c(c32)CC(C)(C)OC4)c(-c2ccccc2)c1C(=O)O | -21 | -5 | nt | 13 | -5 | -13 | nt | -7
COc1ccc(C(=O)N2CCN(C(=O)C3COc4ccccc4O3)CC2)cc1 (stereo not drawn) | 6 | -3 | -3 | 12 | -6 | 2 | -1 | 3
CO[C@@H]1CN(C)C(=O)c2ccc(NS(=O)(=O)c3ccccc3C)cc2OC[C@@H](C)NC[C@H]1C | 4 | -3 | 0 | -1 | 2 | nt | -3 | 13
CCOCCOC(=O)c1ccc(NC(=O)c2cc(OC)c(OC)c(OC)c2Br)cc1 | nt | -3 | 1 | -14 | -6 | 3 | 1 | 2
COc1ccccc1NC(=O)CN1CCN(CC(=O)Nc2ccccc2Cl)CC1 | -5 | -18 | -1 | -13 | 4 | 33 | 1 | 2
COc1ccc(OC)c(N/C(=N/c2nc(C)cc(C)n2)NC(C)=O)c1 | -27 | -2 | nt | 14 | -2 | 13 | nt | 31
C=C1CCN([C@@H](CC(C)C)C(=O)NCc2cc(OC)c(OC)c(OC)c2)S(=O)(=O)c2ccccc21 | 8 | 13 | 2 | -12 | 2 | 10 | 2 | 0
COc1ccc(CC(=O)O/N=C(\N)c2ccncc2)cc1OC | 3 | nt | -5 | 55 | -1 | -3 | 1 | -17
C[C@@H]1CN([C@@H](C)CO)C(=O)CCCn2nncc2CO[C@H]1CN(C)Cc1ccc(O)cc1 | -10&-5 | -4 | 0 | -2&-2 | ? | -17&-9&20 | -2 | 14&4
CO[C@H]1CN(C)C(=O)c2cc(NC(=O)Nc3ccc4c(c3)OCO4)ccc2OC[C@@H](C)NC[C@H]1C | 18 | 2 | 0 | 12 | 6 | -13 | -2 | -34
CCCN(C)C[C@H]1Oc2cc(C#Cc3ccc(F)cc3)ccc2S(=O)(=O)N([C@H](C)CO)C[C@H]1C | 1 | -6 | 1 | -1 | -7 | nt | 13 | 15
Cc1ccc(Nc2c(-c3ccc(N4CCOCC4)cc3)nc3ncccn23)cc1C | 21 | -6 | 0 | -18 | -10 | 23 | 0 | -37
CC1CCCN(CC(O)COc2ccc(S(=O)(=O)N3CCCC3)cc2[N+](=O)[O-])C1 (stereo not drawn) | 3 | nt | 1 | -8 | -5 | -6 | -3 | 11
O=C(NCc1cccnc1)/C(=C/c1ccco1)NC(=O)c1ccccc1 | nt | -6 | 2 | 10 | -4 | 10 | 2 | nt
CC(C)(C)S(=O)N1Cc2cc(CO)ccc2[C@H]1CCO (stereo partly drawn) | -1 | nt | 1 | 3 | -1 | 10 | 0 | -1
COC(=O)[C@@H]1CCCN1C(=O)c1cc(COc2cccc3cccnc23)on1 | nt | 6 | 0 | 8 | -5 | 13 | 0 | 2
CCc1c(C#N)c(SCCC(=O)Nc2ccc(F)cc2)nc2c1C(=O)CC(C)(C)C2 | 28 | -1 | 1 | -46 | nt | nt | 4 | 18
COc1cc(S(=O)(=O)NC2CCCCC2)ccc1Cl | 27 | -22 | 7 | 8 | -3 | nt | 2 | 12
CCOC(=O)c1c(/N=C/C2C(=O)CCCC2=O)sc(C)c1C | nt | -12 | 6 | nt | 1 | 25 | -1 | -9
COC(=O)c1cc(-c2c[nH]c3ccccc23)n[nH]1 | 13 | 0 | 2 | nt | 3 | nt | -1 | nt
CCCNC(=O)C1CN(S(=O)(=O)c2ccc(C)cc2)c2ccccc2O1 (stereo not drawn) | 5 | -20 | 6 | 9 | nt | -11 | 0 | 0
C[C@@H]1CCCCO[C@H](CN(C)C(=O)c2ccccc2)[C@@H](C)CN([C@H](C)CO)C(=O)c2cc(NC(=O)Nc3ccc(C(F)(F)F)cc3)ccc2O1 | nt | -12 | -3 | 9 | 10 | 7 | -2 | -11
CCC(C(=O)Nc1ccccc1C(=O)N1CCCC1)N1C(=O)c2ccccc2C1=O (stereo not drawn) | -5 | -1 | -2 | 8 | 2 | nt | 2 | 19
COc1ccc(CCC(=O)N2CCCC(Nc3ccc(C)c(C)c3)C2)cc1OC (stereo not drawn) | 2 | 4 | -10 | -23 | -9 | -8 | 0 | -7
N#Cc1ccc(S(=O)(=O)Nc2ccc3ccccc3n2)cc1 | nt | -10 | nt | -5 | nt | 14 | nt | 0
O=C(NCc1cc([N+](=O)[O-])ccc1O)c1cccnc1Sc1ccccc1 | 1 | nt | 0 | -9 | nt | 2 | 0 | -11
CCOc1ccc(S(=O)(=O)NCCCl)cc1 | nt | -10 | nt | -5 | -8 | 17 | nt | 4
CCC(=O)Nc1ccc2c(c1)C(=O)N(C)[C@@H]1CC[C@@H](CC(=O)NCc3ccccc3Cl)O[C@H]1CO2 | 1 | -7 | -1 | 0 | 5 | 5 | 46 | -1
Cc1nc(CCNC(=O)CC2C(=O)NCCN2CC(C)(C)C)nc2c1CCC2 (stereo not drawn) | 8 | 1 | -6 | 10 | nt | 2 | -2 | 3
CC(C)c1ccc(NC(=O)C(c2ccccc2)N2CCN(C=O)CC2)cc1 (stereo not drawn) | -2 | -1 | -3 | nt | 8 | 10 | -2 | nt
O=C(NC1CCCCC1)c1ccccc1NC(=S)NC(=O)C1CC1 | nt | -4 | 7 | 18 | 1 | 8 | nt | -4
Cc1ccc(S(=O)(=O)N2CC3(O)CN(C(=O)OC(C)C)N(C(=O)OC(C)C)CC3(OC(=O)Nc3cccs3)C2)cc1 (stereo not drawn) | 2 | nt | 4 | -17 | 8 | 23 | -2 | 1
CCC(C(=O)Nc1ccc(S(=O)(=O)Nc2ncccn2)cc1)c1ccccc1 (stereo not drawn) | 21 | -18 | 0 | 11 | nt | -9 | 0 | 15
CCOC(=O)C(NCc1ccco1)(NC(=O)c1ccc(OC)cc1)C(F)(F)F (stereo not drawn) | 15 | 2 | 0 | 25 | 0 | nt | 6 | -8
NC(=O)/C(=C\c1ccc([N+](=O)[O-])o1)c1ccco1 | 50 | nt | -4 | -2 | -1 | 24 | 0 | 7
Oc1ccc(C(=Nc2ccccc2)c2ccccc2)c(O)c1 | 3 | -2 | 4 | -18 | -8 | 7 | -1 | -7
O=C(C[C@H]1C[C@@H]2c3cc(NC(=O)C4CCOCC4)ccc3O[C@@H]2[C@H](CO)O1)NC1CCCC1 | -5 | -2 | 2 | 4 | 6 | -4 | 7 | 4
